Assay outcomes (PubChem)
L3MBTL1 inh: L3MBTL1 (human) inhibition; Q9Y468; hit rate 0.66% among 230,000; Potency, µM (titrated, usually from 57.1 µM), without a hit: at the highest dose activity, negative = inhibition, hits mostly inhibitors; AlphaScreen L3MBTL1–H3K9me1 peptide binding; AID 485360; note: potency is the fitted concentration of half-maximal effect; % is set by controls: 0 for no effect and ±100 for the full control effect; nearly all actives have a fitted effect of over 60% in size
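First, the protein-peptide complex forms for 30 min at room temperature (L3MBTL1 50 nM, biotinylated H3K9me1 peptide 75 nM). Next, compounds are pin-transferred and incubated 30 min. Finally, AlphaScreen beads are added and read after 30 min.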
Epigenetic derep: epigenetic control regulation, reporter derepression | hit rate 0.2% among 280,000 | AID 1865 | Potency, µM (titrated, usually from 53.9 µM), for the others: at the highest dose GFP activation, usual class: activators | murine LDR cells, GFP reporter derepression, 30 h; note: potency is the fitted concentration of half-maximal effect; % of control where 0% means no effect; nearly all actives have a fitted effect of over 60% in size
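In this reporter-derepression format, murine cells bearing a silenced integrated CMV-GFP locus incubate with test compound (30 h, 37 C), then are washed and imaged; fluorescent objects of 20–120 um count as induced cells.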
NPSR antagonist: antagonists of human neuropeptide S receptor cAMP signaling. CHO-NPSR cells, cAMP TR-FRET, antagonist mode. hit rate 1% among 220,000. Potency, µM (titrated, usually from 38.3 µM), inactives show top-dose activity change, negative = inhibition, hits mostly inhibitors. Q6W5P4; note: potency is the fitted concentration of half-maximal effect; % is set by controls: 0 for no effect and ±100 for the full control effect; nearly all actives have a fitted effect of over 50% in size; many of its hits are not listed in these tables
Target sequence (Q6W5P4 whole entry, looked up): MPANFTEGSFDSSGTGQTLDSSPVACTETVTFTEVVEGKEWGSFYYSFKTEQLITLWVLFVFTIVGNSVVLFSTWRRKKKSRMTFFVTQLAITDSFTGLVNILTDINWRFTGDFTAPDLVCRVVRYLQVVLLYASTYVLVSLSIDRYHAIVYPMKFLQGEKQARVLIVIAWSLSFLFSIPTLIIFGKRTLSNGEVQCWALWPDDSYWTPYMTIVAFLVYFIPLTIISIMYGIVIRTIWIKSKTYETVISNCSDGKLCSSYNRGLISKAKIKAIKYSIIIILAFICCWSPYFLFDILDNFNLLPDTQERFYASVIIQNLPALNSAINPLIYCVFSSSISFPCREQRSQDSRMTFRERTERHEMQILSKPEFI
IMPase Li inh: IMPase inhibition in cells with lithium potentiation. CHO-M1 cells, IP1 TR-FRET (IP-One), carbachol + lithium. Potency, µM (titrated, usually from 59.4 µM), for inactives: at the highest dose activity, negative = IMPase inhibition, actives largely listed as inhibitors. hit rate 0.35% among 210,000. AID 1457;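 note: IP1 builds up when IMPase is blocked and the TR-FRET signal falls; potency is the fitted concentration of half-maximal effect; plate controls were basal vehicle for no effect and high inhibitor control for full effect; nearly all actives have a fitted effect of over 50% in size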
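IP1 accumulation measured by competitive TR-FRET in lysed CHO-M1 cells after 30 min compound exposure at 37C, with a small lithium addition to potentiate weak responses. Hill-equation AC50 from ratio and donor-channel data.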
CBFb-RUNX1 inh: blocks binding between human CBF-beta and RUNX1. Q01196+Q13951. AlphaScreen CBFb-His/RUNX1-biotin binding, biochemical. AID 1477. 230,000 tested, under 10 active. Potency, µM (top dose mostly 59.8 µM), without a hit: top-dose activity, negative = inhibition, usual class: inhibitors; note: % of control where 0% means no effect
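Bead-based AlphaScreen assay; binding partners His-tagged CBF-beta and biotinylated RUNX1 at 30 nM each. Compound exposure 15 min after a 20-min protein preincubation; bead step 90 min; all steps at room temperature.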
HttQ103 aggreg: reduces HttQ103-GFP aggregates in PC12 cells | PC12 HttQ103-GFP aggregates, Acumen cytometry, 40 h | Potency, µM (highest dose often 46.1 µM), for inactives: at the top dose activity change, negative = inhibition, most hits filed as inhibitors | hit rate 1.1% among 220,000 | AID 1688; note: potency is the fitted concentration of half-maximal effect; % is set by controls: 0 for no effect and ±100 for the full control effect; nearly all actives have a fitted effect of over 60% in size
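Multiplexed with ATP-based cell death, this channel scores GFP aggregates in PC12 cells expressing inducible HTTex1-Q103-GFP. Induction used 100 nM tebufenozide; compounds were tested in concentration series.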
KinaseGlo FLuc: Kinase-Glo luciferase inhibition (counter-screen); AID 1379; Kinase-Glo luciferase, ATP luminescence, 8 min; hit rate 0.28% among 200,000; Potency, µM (top dose mostly 38.3 µM), without a hit: at the highest dose activity change, negative = inhibition, hits mostly inhibitors; Q27757; note: potency is the fitted concentration of half-maximal effect; % is set by controls: 0 for no effect and ±100 for the full control effect; nearly all actives have a fitted effect of over 60% in size
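Compound is pinned into ATP-containing buffer (10 uM ATP, imidazole pH 7.2, 7 mM MgCl2). Kinase-Glo luciferase reagent is then added. Light output is recorded following an 8-min room-temperature incubation.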
Starred values were filed as active, the others as inactive; ? = inconclusive; · = not tested or not shown; [ ] = another dose, or the depositor's remark. Calls come from the whole dose curve; as a rule, active = well fitted curve in the direction sought with a large enough effect; inconclusive = small, poorly fitted or top-dose-only effect, or another doubt; inactive = no such curve, though single readings can be large; an effect the other way counts as inactive or inconclusive. Only part of the results is shown. The share of hits here may be higher or lower than overall.

# | molecule | Epigenetic derep | IMPase Li inh | NPSR antagonist | KinaseGlo FLuc
1 | COc1cccc(-n2c(Cc3cc(=O)[nH]c(=O)[nH]3)nnc2SCC(=O)N2CCCCC2)c1 | 0.8% | -2%[38.3 µM] | -5%[46.1 µM] | -3%
2 | Cc1cc(NC(=O)CN2CC(C)OC(C)C2)n(-c2nc3ccccc3s2)n1 (configuration not stated) | -5.1% | -2%[38.3 µM] | ? | 0%
3 | O=c1[nH]c2ccccc2n1CCCSCCCn1c(=O)[nH]c2ccccc21 | -0.9% | 5%[38.3 µM] | -9%[46.1 µM] | -1%
4 | O=C(C(=O)N1CCCc2ccccc21)c1c[nH]c2ccccc12 | 8.4% | 0%[38.3 µM] | -19%[46.1 µM] | 1%
5 | CC(C)N1C(=O)CCC1C(=O)N1CCCc2ccccc21 (configuration not stated) | 3.1% | -16%[38.3 µM] | 18%[46.1 µM] | 1%
6 | O=C1CC(SCc2nc3ccccc3[nH]2)C(=O)N1c1cccc(F)c1 (configuration not stated) | -2.1% | 37%[activator][38.3 µM] | -7%[46.1 µM] | 0%
7 | O=C(O)CC/C=C\C[C@@H]1CO[C@H](c2ccccc2Cl)O[C@@H]1c1ccccc1O | 2.1% | 10% | · | 2%
8 | CCn1c(SCC(=O)Nc2ccc3c(c2)OCO3)nc2ccccc21 | -1.0% | 16% | -9% | -1%
9 | O=C(O)C1CCCCC1C(=O)NCCCCc1ccccc1 (configuration not stated) | 0.0% | -2%[38.3 µM] | 8%[46.1 µM] | -1%
10 | Cc1ccc(S(=O)(=O)N(C(=O)c2ccco2)c2cc3sc(=O)oc3c3ccccc23)cc1 | 1.0% | 3% | -10% | 2%
11 | COc1ccc(CN2CCN(Cc3cn(C)nc3-c3ccccc3)CC2CCO)c(C)c1C (configuration not stated) | 0.9% | -5% | -20% | 0%
12 | CCc1ccc(NC(=S)N(Cc2cccc(Br)c2)CC2CCC(C(=O)O)CC2)cc1 (configuration not stated) | -1.0% | -1% | -40% | 0%
13 | CC(=O)c1cccc(NC(=O)c2oc(C)nc2C)c1 | 2.1% | · | -2%[46.1 µM] | ·
14 | CN(C)C(=O)c1cn(-c2ccc(Cl)cc2)c(=O)c2ccccc12 | -2.3% | 3% | 1% | 1%
15 | CSc1ccc(CN2CCN(C(=O)c3ccc([N+](=O)[O-])cc3)CC2)cc1 | -0.1% | 7% | 1% | 0%

# | HttQ103 aggreg | L3MBTL1 inh | CBFb-RUNX1 inh
1 | 7% | · | 2%
2 | -2% | 21% | 1%
3 | 11µM* | -16% | -5%
4 | 4% | 11% | 1%
5 | 17% | 1% | 2%
6 | 4µM* | -5%[11.4 µM] | -11%
7 | · | · | 13%[21.7 µM]
8 | -3% | ? | 4%
9 | -6% | 14% | -5%
10 | ? | -10% | -27%
11 | 25%[9.22 µM] | -10% | -3%
12 | -6% | · | 2%
13 | -11% | 0% | 3%
14 | -21% | · | 5%
15 | · | -5% | -8%

Gathered by group: those above with a Cl atom.
# | molecule | Epigenetic derep | IMPase Li inh | NPSR antagonist | KinaseGlo FLuc
7 | O=C(O)CC/C=C\C[C@@H]1CO[C@H](c2ccccc2Cl)O[C@@H]1c1ccccc1O | 2.1% | 10% | · | 2%
14 | CN(C)C(=O)c1cn(-c2ccc(Cl)cc2)c(=O)c2ccccc12 | -2.3% | 3% | 1% | 1%

# | HttQ103 aggreg | L3MBTL1 inh | CBFb-RUNX1 inh
7 | · | · | 13%[21.7 µM]
14 | -21% | · | 5%

Next section
# | molecule | Epigenetic derep | IMPase Li inh | NPSR antagonist | KinaseGlo FLuc
16 | Cc1ccc(Cn2nnnc2CN2CCC(NC(=O)C(C)(C)C)CC2)cc1 | -1.5% | -1% | 5% | -5%
17 | CC(C)(C)N=C1NN=C(c2cc3ccccc3o2)CS1 | -0.9% | · | ? | ·
18 | Cc1c(Cl)cccc1NC(=S)NC1CCN(Cc2ccccc2)CC1 | -1.1% | 6% | 21% | -1%
19 | COc1c(C)cc(C(=O)C2CCCN(S(=O)(=O)c3c(C)noc3C)C2)cc1C (configuration not stated) | 3.1% | 18% | 49% | 1%
20 | Fc1nc(F)c(F)c(NCCCNc2c(F)c(F)nc(F)c2F)c1F | 0.5% | 18% | -35% | 1%
21 | CC(C)C(c1nnnn1Cc1ccccc1)N1CCN(Cc2ccc3c(c2)OCO3)CC1 (configuration not stated) | -0.7% | -5%[38.3 µM] | -25%[46.1 µM] | 1%
22 | CN(C(=O)COC(=O)/C=C/c1ccc2ccccc2n1)C1CCS(=O)(=O)C1 (configuration not stated) | -0.3% | -3% | 36% | ·
23 | COc1ccc(Sc2ccc(/C=C3\C(=O)NN(c4ccccc4)C3=O)o2)cc1 | 0.0% | 0% | -54% | 0%
24 | COc1ccc(C(=O)NNC(=O)C(=O)NC(C)c2ccccc2)cc1OC (configuration not stated) | -2.2% | -6% | 21% | -1%
25 | O=C1c2ccccc2C(=O)N1CSc1nnnn1-c1ccccc1 | 0.9% | -8%[38.3 µM] | -5%[46.1 µM] | 0%
26 | COC(=O)c1cc(NC(=O)C2(S(=O)(=O)c3ccc(C)cc3)CC2)cc(C(=O)OC)c1 | 2.5% | -3% | -1% | 1%
27 | COc1ccc(-n2nnnc2SCC(N)=O)cc1 | -1.1% | 10%[38.3 µM] | -4%[46.1 µM] | 0%
28 | CN(C)S(=O)(=O)c1cccc(NC(=O)CNC2CCCCC2)c1 | 0.0% | · | -15% | ·
29 | CC1(OC(=O)C2CCCC2)C(=O)C=C2C=C(c3ccsc3)N(c3cccc(C#N)c3)C=C2C1=O (configuration not stated) | · | 1% | · | -5%[7.66 µM]
30 | C=CCOc1c(CNc2ccc3[nH]c(=O)[nH]c3c2)cccc1OC | 1.1% | 2% | -6% | -2%
31 | COc1ccc(C2CC(=O)C3=C(C2)NC(C)=C(C(=O)Nc2ccccc2C)C3c2coc3ccc(C)cc3c2=O)cc1OC (configuration not stated) | 2.1% | 18%[38.3 µM] | ? | -1%
32 | C#CCOCCOCCOCCNc1nc(N2CCN(C(=O)[C@H](CCC(=O)O)n3cc(C(N)[C@H](C)CC)nn3)CC2)nc(N2CCN(C(=O)[C@H](Cc3cc4ccccc4[nH]3)n3cc(C(N)[C@H](C)CC)nn3)CC2)n1 (some centres not stated) | 3.8% | -12% | -22% | ·

# | HttQ103 aggreg | L3MBTL1 inh | CBFb-RUNX1 inh
16 | -6%[9.22 µM] | -12% | 0%
17 | 12% | -10% | -19%
18 | 11% | -6% | 1%
19 | 17%[9.22 µM] | 19% | 10%
20 | ? | · | 10%
21 | -32% | -4% | 1%
22 | -16% | · | 0%
23 | ? | 28µM* | ?
24 | 14% | · | -3%
25 | -11% | 2%[11.4 µM] | 9%
26 | 1% | 4% | 6%
27 | -18% | 4% | 0%
28 | 3%[9.22 µM] | 2% | 0%
29 | · | · | ?
30 | 12%[9.22 µM] | -1% | 1%
31 | -28% | -2% | -1%
32 | 14%[9.22 µM] | -20% | 6%

Compound profiles, from the list above. Order of values: Epigenetic derep	IMPase Li inh	NPSR antagonist	KinaseGlo FLuc	HttQ103 aggreg	L3MBTL1 inh	CBFb-RUNX1 inh
CC(C)(C)N=C1NN=C(c2cc3ccccc3o2)CS1 is listed as -0.9%	·	?	·	12%	-10%	-19%
COC(=O)c1cc(NC(=O)C2(S(=O)(=O)c3ccc(C)cc3)CC2)cc(C(=O)OC)c1 is listed as 2.5%	-3%	-1%	1%	1%	4%	6%
Fc1nc(F)c(F)c(NCCCNc2c(F)c(F)nc(F)c2F)c1F is listed as 0.5%	18%	-35%	1%	?	·	10%

Looked up by structure from the entries so far, three records:
# | molecule | Epigenetic derep | IMPase Li inh | NPSR antagonist | KinaseGlo FLuc
32 | C#CCOCCOCCOCCNc1nc(N2CCN(C(=O)[C@H](CCC(=O)O)n3cc(C(N)[C@H](C)CC)nn3)CC2)nc(N2CCN(C(=O)[C@H](Cc3cc4ccccc4[nH]3)n3cc(C(N)[C@H](C)CC)nn3)CC2)n1 (some centres not stated) | 3.8% | -12% | -22% | ·
29 | CC1(OC(=O)C2CCCC2)C(=O)C=C2C=C(c3ccsc3)N(c3cccc(C#N)c3)C=C2C1=O (configuration not stated) | · | 1% | · | -5%[7.66 µM]
24 | COc1ccc(C(=O)NNC(=O)C(=O)NC(C)c2ccccc2)cc1OC (configuration not stated) | -2.2% | -6% | 21% | -1%

# | HttQ103 aggreg | L3MBTL1 inh | CBFb-RUNX1 inh
32 | 14%[9.22 µM] | -20% | 6%
29 | · | · | ?
24 | 14% | · | -3%
